High-throughput results (PubChem)
TIM10 inh = inhibits growth of TIM10 yeast strain; S. cerevisiae TIM10 strain growth, BacTiter-Glo luminescence, 24 h; inhibition, % at 10 µM; 330,000 compounds, 1.4% hits; AID 463195;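 active = inhibition of 40% or more at the single tested concentration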;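 also: wild-type TIM10 isogenic control strain grown at permissive 25 °C; 0% = DMSO yeast wells and 100% = minimal medium wells without yeast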
tim10-1 inh = inhibits growth of tim10-1 mutant yeast; AID 463190; 330,000 compounds, 2.2% hits; S. cerevisiae tim10-1 ts strain growth, BacTiter-Glo, 24 h; inhibition, % at 20 µM;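 active = inhibition of at least 40%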;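 also: mutant grown at 25 °C; 0% = DMSO wells with yeast and 100% = wells holding no yeast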
APJ antag = antagonists of human APJ apelin receptor | inhibition, % at 20 µM | CHO-K1 APJ beta-arrestin complementation, luminescence | P35414 | 330,000 compounds, 0.32% hits;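 active = inhibition above about 40% at 20 µM, limit read from the data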;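 also: cells challenged with 10 nM apelin-13 agonist together with compound; plate controls were apelin-13 plus DMSO wells for no effect and DMSO wells lacking apelin-13 for full effect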
Target sequence (P35414 whole entry, looked up): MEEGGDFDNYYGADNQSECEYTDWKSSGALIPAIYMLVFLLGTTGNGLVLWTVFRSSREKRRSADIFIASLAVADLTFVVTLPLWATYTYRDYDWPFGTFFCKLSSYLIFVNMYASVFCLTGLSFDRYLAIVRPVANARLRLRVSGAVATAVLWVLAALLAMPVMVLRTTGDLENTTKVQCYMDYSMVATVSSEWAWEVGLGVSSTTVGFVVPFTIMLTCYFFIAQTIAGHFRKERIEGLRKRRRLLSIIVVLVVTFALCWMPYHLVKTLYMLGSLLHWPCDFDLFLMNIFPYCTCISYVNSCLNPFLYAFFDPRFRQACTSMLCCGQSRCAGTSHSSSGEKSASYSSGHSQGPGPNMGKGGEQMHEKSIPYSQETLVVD
tim23-1 inh = tim23-1 yeast growth inhibition | 330,000 compounds, 1.3% hits | S. cerevisiae tim23-1 growth, BacTiter-Glo luminescence, 24 h | AID 463212 | inhibition, % at 20 µM;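 active = growth inhibition of the mutant yeast at or above 50%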;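 also: temperature-sensitive mutant grown at 25 °C; plate controls were DMSO-treated mutant yeast for no effect and medium wells lacking yeast for full effect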
APJ ag = agonists of human APJ apelin receptor; 330,000 compounds, 0.11% hits; AID 2520; CHO-K1 APJ PathHunter beta-arrestin, luminescence; 0% DMSO wells, 100% apelin; activation, % at 20 µM; P35414;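 active = activation more than six SD over the plate average, tested at 20 µM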;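 also: 0% = DMSO alone and 100% = apelin-13 at 10 nM; some results filed as inactive read as strong as hits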
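system = engineered CHO-K1 APJ arrestin reporter cells | input = 1000 cells per well | timing = overnight seeding, 90 min compound at 25 °C, 1 h detection | measured by = enzyme-fragment complementation luminescence | read-out = beta-arrestin recruitment to APJ as agonist activity, luminescent signal | control set = negative DMSO alone, positive Apelin-13 at 10 nM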
MIN6 prolif = MIN6 beta-cell proliferation induction; proliferation, % at 10 µM; 330,000 compounds, 0.29% hits; MIN6 cells proliferation, ATPlite luminescence, 48 h; cells starved in 0.2% serum; 100% = growth in 10% serum;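 active = compounds whose signal lies at least 3.5 SD above the mean of all wells on their plate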;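 also: 0% = DMSO-treated cells in low-serum medium and 100% = 10% serum control; some compounds called inactive have numbers as strong as hits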
MPTP inh = permeability transition pore inhibition; isolated mouse mitochondria, Ca2+ swelling absorbance, 30 min; inhibition, % at 10 µM; 360,000 compounds, 1.4% hits; AID 602449;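 active = inhibition of 50% or more, scaled per plate between neutral and stimulator controls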;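 also: 0% = DMSO wells given calcium and 100% = 1 mM EGTA wells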
NR3A LBD binder = modulators (binders) of human NR3A ligand-binding domain | NR3A LBD differential scanning fluorimetry, Tm shift; 0% = protein alone, 100% = glycine-bound protein | 340,000 compounds, 2.5% hits | Tm shift relative to glycine control, % at 25 µM;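 active = melting temperature shift of at least 10% of the positive control shift, at one fixed dose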
NALP3 yeast inh = NALP3 inhibition in yeast. Yeast reconstituted NLRP3/ASC/caspase-1, beta-gal luminescence, 24 h. 330,000 compounds, 0.39% hits. inhibition, % at 10 µM;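 active = inhibition of 50% or more; inactive = inhibition below 50%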;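 also: plate controls were induced DMSO wells for no effect and uninduced yeast grown without galactose for full effect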
Active calls of the source: *; x = not tested or not shown.

SMILES | TIM10 inh | tim10-1 inh | APJ antag | tim23-1 inh | APJ ag | MIN6 prolif | MPTP inh | NR3A LBD binder | NALP3 yeast inh
O=C(NCC1CCCO1)c1c(O)c2cccc3c2n(c1=O)CCC3 (stereo unspecified) | 13.2 | 0.1 | -1.2 | 22.0 | -4.0 | -2.3 | -5.3 | 0.5 | 19.0
Cc1cccc(C)c1NC(=O)CN(C)C(C)C(=O)NCC(=O)Nc1ccc(F)c(F)c1F (stereo unspecified) | 1.9 | -7.4 | 2.2 | 7.0 | -5.2 | -2.4 | -0.8 | 1.2 | 18.7
NS(=O)(=O)c1ccc(S(=O)(=O)N2CCCC2)cc1 | 7.6 | 4.3 | -6.1 | 6.6 | 1.6 | 4.5 | -3.1 | -2.5 | -2.8
C/C(Cn1nc([N+](=O)[O-])cc1C)=N\NC(=O)COc1ccccc1[N+](=O)[O-] | 22.0 | 7.9 | 0.0 | -2.7 | 1.5 | 3.6 | 0.0 | 5.6 | -10.7
CN(CC(=O)Nc1cccc(F)c1)C(=O)/C=C/c1ccc2ccccc2n1 | 6.0 | -11.0 | 3.5 | 3.2 | 6.1 | -5.4 | -1.1 | 2.2 | -3.7
O=C(Nc1nncs1)C(Sc1ccccc1)c1ccccc1 (stereo unspecified) | 17.8 | 8.1 | -10.0 | 9.2 | -1.3 | 0.0 | -1.2 | -2.1 | 8.8
COc1cc2cc(C(=O)N/N=C/c3ccccc3Cl)[nH]c2cc1OC | -11.4 | -29.5 | -3.6 | 31.5 | -1.0 | -0.1 | 0.3 | -4.0 | 6.3
CC12CCC(C/C1=N\N=C1\NC(=O)/C(=C\c3ccc(Cl)cc3)S1)C2(C)C (stereo unspecified) | 2.9 | 33.7 | 6.8 | 15.5 | -0.4 | 0.0 | 12.6 | 8.1 | 3.1
Cn1cnc2c(oc3ccccc32)c1=O | -8.6 | -16.9 | -18.5 | -17.0 | -0.4 | -0.8 | 0.4 | -0.2 | 20.4
O=C(NCc1ccccn1)C1CCCN(S(=O)(=O)c2cccc3nsnc23)C1 (stereo unspecified) | -2.4 | -0.4 | 2.4 | 4.6 | -4.7 | -1.4 | -1.1 | 0.9 | 1.4
CCOc1ccccc1Nc1ncnc2c1cnn2-c1ccccc1 | 2.5 | 28.9 | 11.5 | 25.2 | -3.6 | -4.3 | 1.6 | 4.1 | 34.2
N=c1oc2ccc(Br)cc2cc1C(=O)NCc1ccccc1 | 18.8 | 36.0 | -5.9 | 25.9 | 13.2 | -5.5 | -0.2 | 0.8 | -10.1
CC1=CC2=NC(=O)/C(=C\c3cc(C)n(-c4ccccc4F)c3C)C(=N)N2O1 | -12.7 | 0.6 | 14.7 | 11.5 | -3.9 | -1.4 | -19.4 | -5.8 | 21.1
COc1nnc(-c2ccc(N3CCCCC3)c(NC(=O)C3CCCCC3)c2)c2ccccc12 | 18.5 | 19.3 | 19.4 | 23.8 | 2.1 | -5.8 | 7.4 | -1.3 | 11.7
N/C(=N\NC(=O)Nc1ccccc1)c1ccccn1 | -0.1 | 22.9 | 3.5 | 3.5 | -5.2 | -3.4 | -0.1 | 1.4 | 8.6
Cc1ccccc1CSc1nc(C(C)(C)C)cc(=O)[nH]1 | 7.8 | 5.7 | 4.8 | 3.7 | -3.7 | -1.0 | -0.1 | 5.1 | 15.6
CC1=NC(C(F)(F)F)(C(F)(F)F)C(C#N)=C(C)N1 | -6.4 | -9.5 | 2.8 | 3.2 | 5.0 | -0.8 | 0.5 | 0.6 | 14.5
O=C(Nc1nnc(S(=O)(=O)N2CCOCC2)s1)c1cccc(Br)c1 | 12.4 | 10.6 | 15.1 | 17.9 | 2.6 | -4.6 | 4.6 | 5.2 | 7.3
COc1ccc(OCCC(=O)NCC23CC4CC(CC(C4)C2)C3)cc1 | 7.5 | 26.8 | -9.8 | 38.2 | 0.2 | -4.1 | -0.8 | 1.0 | 8.2
Cc1cc2nc(CSc3ccccc3)cc(=O)n2[nH]1 | 2.8 | -10.7 | -8.4 | 6.1 | -3.9 | -0.3 | 0.4 | -0.8 | 7.0
COc1ccc(OC)c(-n2c(CNC3CCN(Cc4ccccc4)CC3)nc3ccccc3c2=O)c1 | 0.9 | -9.6 | 25.5 | 9.2 | 0.1 | -2.2 | -2.1 | 2.2 | 7.4
Cc1ccc(-c2cn3c(=O)cc(C)[nH]c3n2)cc1 | 7.0 | 14.9 | 12.3 | -2.0 | -2.0 | -5.3 | 0.6 | -0.8 | 4.4
Cc1noc(C)c1C(=O)OCC(=O)Nc1ncc(Cl)c(C)c1Cl | -8.1 | 1.8 | 2.8 | 14.4 | -5.7 | -2.0 | -1.1 | -0.6 | 11.6
Cc1ccc(N2CC(c3nc4ccccc4[nH]3)CC2=O)c(C)c1 (stereo unspecified) | 0.6 | -1.5 | 1.4 | -5.4 | 0.8 | 5.0 | -1.7 | -2.5 | 20.2
COc1ccc(CNC(=O)C(c2cccc(C)c2)N(C(=O)c2csnn2)C2CC2)cc1 (stereo unspecified) | 24.1 | 8.7 | -2.8 | 23.4 | -1.6 | 2.3 | -2.3 | -0.2 | 20.9
Cc1csc(=O)n1CC(=O)OCC(=O)NNC(=O)c1ccc(Cl)cc1 | -7.2 | 3.7 | -7.9 | 4.4 | -3.7 | 2.3 | 0.2 | -0.1 | 19.9
COc1ccc(NC(=O)C2CCCN2C(=O)OCc2ccccc2)cc1 (stereo unspecified) | -6.0 | 5.6 | 6.6 | 7.9 | -5.4 | -2.9 | 0.9 | 0.9 | 13.8
CC(C)CCNC(=O)C(c1ccc(O)cc1)N(Cc1ccco1)C(=O)CCC(=O)Nc1nccs1 (stereo unspecified) | 1.9 | -18.3 | 5.0 | -5.4 | 1.4 | -0.8 | 0.0 | -3.0 | 31.9
CCc1ccc(NC(=O)CS(=O)CC(=O)N2CCN(c3ccccc3F)CC2)cc1 (stereo unspecified) | -11.0 | -3.8 | -38.5 | -23.1 | -3.2 | -0.8 | -2.9 | 1.0 | 4.9
Cc1c(Cl)ccc(S(=O)(=O)Nc2cccnc2)c1Cl | -23.3 | -10.0 | 11.7 | -7.6 | -1.8 | -3.9 | -0.3 | 0.9 | 25.0
Cc1cccc(-c2nc(CN3CCCC(C(=O)NC4CCCCC4)C3)c(C)o2)c1 (stereo unspecified) | 23.0 | 26.5 | 5.3 | 13.9 | -2.8 | -4.2 | -0.5 | -2.3 | 12.9
O=C(CSc1ncccc1C(=O)O)c1cccc(C(F)(F)F)c1 | -1.2 | 2.7 | 2.7 | 14.7 | -2.8 | 0.5 | -1.1 | 0.6 | 6.2
O=C(Nc1ccccc1N1CCCC1)C1CC(=O)N(Cc2ccccc2)C1 (stereo unspecified) | -3.3 | 13.7 | 8.0 | 0.5 | -5.5 | -1.8 | 0.1 | -0.3 | 12.8
COc1ccc(/C=N/NC(=O)c2cccc([N+](=O)[O-])c2)cc1OC | -0.6 | 10.4 | 2.5 | -3.9 | -0.3 | 2.0 | -0.1 | 1.6 | -6.9
CSC1=N/C(=C\c2ccc(C)o2)C(=O)S1 | 13.0 | 6.6 | 11.8 | 15.7 | -3.1 | -1.5 | 1.4 | 3.3 | 6.3
C=CCn1c(=N)n(CC(=O)c2ccc(Br)s2)c2ccccc21 | -2.5 | 11.0 | -13.5 | 17.7 | -3.3 | -4.4 | 0.0 | -0.2 | 16.9

Not a retest: three of the compounds above.
SMILES | TIM10 inh | tim10-1 inh | APJ antag | tim23-1 inh | APJ ag | MIN6 prolif | MPTP inh | NR3A LBD binder | NALP3 yeast inh
COc1ccc(CNC(=O)C(c2cccc(C)c2)N(C(=O)c2csnn2)C2CC2)cc1 (stereo unspecified) | 24.1 | 8.7 | -2.8 | 23.4 | -1.6 | 2.3 | -2.3 | -0.2 | 20.9
Cc1csc(=O)n1CC(=O)OCC(=O)NNC(=O)c1ccc(Cl)cc1 | -7.2 | 3.7 | -7.9 | 4.4 | -3.7 | 2.3 | 0.2 | -0.1 | 19.9
COc1ccc(NC(=O)C2CCCN2C(=O)OCc2ccccc2)cc1 (stereo unspecified) | -6.0 | 5.6 | 6.6 | 7.9 | -5.4 | -2.9 | 0.9 | 0.9 | 13.8

Later entries.
SMILES | TIM10 inh | tim10-1 inh | APJ antag | tim23-1 inh | APJ ag | MIN6 prolif | MPTP inh | NR3A LBD binder | NALP3 yeast inh
O=c1oc2ccccc2cc1NCc1ccccc1O | 10.8 | 40.6* | -3.6 | 38.1 | -2.4 | -3.4 | 4.3 | -19.3 | -7.8
CCc1nnc(NC(=O)C2CCCN(C(=O)c3ccc(Cl)cc3)C2)s1 (stereo unspecified) | 10.1 | 10.4 | 0.5 | 23.7 | -3.6 | 1.5 | -0.9 | -0.3 | 15.5
O=C(N/N=C/c1ccco1)c1ccc(Br)o1 | -20.7 | -31.9 | -4.4 | -4.2 | -2.2 | -3.0 | 0.7 | 0.6 | 5.5
COc1ccc(Nc2nc(NCc3ccco3)nc(N)c2[N+](=O)[O-])cc1 | 20.2 | 18.2 | 18.4 | 13.0 | 2.1 | 2.2 | 6.0 | -0.9 | 8.6
CCOC(=O)N1CCC(=NNc2nc3ccccc3s2)CC1 | -10.5 | -4.3 | -5.1 | 10.4 | -0.9 | -1.5 | 0.7 | -0.1 | 1.9
N=c1c(C(=O)NCc2ccc(F)cc2)cc2c(=O)n3ccccc3nc2n1CCCN1CCOCC1 | -3.4 | -11.3 | 26.7 | -5.7 | -4.4 | -2.8 | -3.9 | -1.2 | 16.0
CCCn1c(SCC#N)nc2c(c1=O)C1(CCCC1)Cc1ccccc1-2 | 13.2 | 29.2 | 4.8 | 4.3 | 1.9 | -3.0 | 0.0 | -24.2 | 18.2
Cc1ccc(C(=O)CCC(=O)Nc2ncccc2O)cc1 | 5.4 | 8.7 | 3.5 | 54.6* | 0.0 | -3.3 | -0.9 | x | 14.6
Cc1ccc(NC(=O)c2ccc3nc[nH]c3c2)nc1 | 5.1 | 5.9 | -10.8 | 13.8 | -2.3 | -0.7 | -0.4 | 0.9 | 1.2
CC1C(=O)N2CCCc3cc(NC(=O)C(=O)NCCc4ccc(F)cc4)cc1c32 (stereo unspecified) | 4.7 | 1.3 | -28.3 | -5.4 | -4.6 | -4.5 | -1.7 | x | 3.3
O=C(Nc1nccs1)c1ccc(CSc2nnnn2-c2ccccc2)cc1 | 34.0 | 27.5 | 8.2 | 23.5 | -4.3 | -4.2 | -2.0 | -0.5 | -1.5
CCCNc1ccc(S(=O)(=O)N(C(C)C)C(C)C)cn1 | 0.3 | 34.2 | -12.7 | 28.6 | -0.4 | 0.0 | -0.2 | -7.0 | 3.2
COc1ccc2c(c1)C(=O)CC(O)(C(F)F)O2 (stereo unspecified) | 0.2 | -11.8 | 11.8 | -3.5 | 2.9 | 3.5 | 0.9 | 0.5 | 2.8
Cc1nc(C(F)(F)F)ccc1C(=O)N1CCCCC1 | -15.1 | -4.2 | -15.8 | 18.6 | -1.0 | -2.0 | 0.3 | -0.6 | 15.2
CCn1c(CSc2ncccn2)nnc1SCC(=O)N1CCCCC1 | -1.3 | -7.2 | 28.4 | -12.8 | -3.2 | -1.7 | 0.3 | 6.0 | 13.5
COc1ccc(NC(=O)CCNS(=O)(=O)c2cccc3nonc23)cc1Cl | -0.9 | 1.1 | 7.3 | -4.6 | -2.0 | -1.8 | -2.2 | 18.0* | 10.8
O=C(N/N=C/c1ccc(Cl)c(Cl)c1)c1ccc2nc[nH]c2c1 | -7.1 | 12.2 | -22.1 | 6.8 | 6.6 | 0.4 | -1.4 | 27.4* | -12.0
COc1ccc(CONc2ncnc3nonc23)cc1[N+](=O)[O-] | 7.2 | -2.1 | 12.9 | 2.0 | -3.4 | -1.2 | -0.8 | -2.1 | 17.0
c1ccc2c(c1)nc1n2CCN1CCN1CCCC1 | 11.6 | 5.8 | 14.2 | 5.0 | 0.2 | -1.8 | 0.4 | -0.3 | -3.2
